Screening results from PubChem BioAssay.
Myeloid diff 2: myeloid differentiation induction | 360,000 tested, 1% active | ER-HoxA9 myeloid progenitors, lysozyme-GFP differentiation, flow cytometry | calls only at 10 µM;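 active = normalized GFP-positive differentiation at or above the plate's own cutoff, the solvent-only control mean plus 3 SD; inconclusive = no clear call, values can overlap the other calls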;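 note: cells exposed to compound for four days before flow analysis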
T cell modulator: modulates CD8 T cell binding to vesicles; 330,000 tested, 0.068% active; calls only at 7 µM; AID 2052; 2C CD8+ T cell-vesicle binding, flow cytometry; stronger effect = lower value;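 active = response, share of CD8 T cells binding vesicles, and their 90th percentile fluorescence all below set limits, cut at about 80% in these data, passing the limit was not always enough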
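System: murine 2C transgenic CD8+ T lymphocytes; also added: QL9-loaded Drosophila micro-vesicles; times: binding 1.5 h at 37 °C; measured by: flow cytometry, PE anti-B7-1 (FL2) versus Alexa647 anti-CD8 (FL8), PFA-fixed; control set: Peptide-free naked vesicles (low) and QL9 vesicles with 0.7% DMSO vehicle (high)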
Salmonella PhoP GFP: inhibitors of PhoP regulon expression, primary screen, Salmonella Typhimurium, GFP reporter (AID 1863); S. Typhimurium PhoP-regulated promoter GFP reporter, 4 h; higher % means a stronger effect; 300,000 tested, 0.16% active; inhibition, % at 50 µM; hits with a dose series show IC50 in µM;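 active = inhibition over 29.93%, a cutoff 3 SD above the screen mean, later confirmed by dose response; inconclusive = inhibition over 29.93% but no dose response follow-up; inactive = inhibition at most 29.93% or unconfirmed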;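 note: 0% = low Mg2+ inducing control and 100% = high Mg2+ repressing control; strong numbers were not always called active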
Large T inhibition: SV40 large T antigen inhibitors, biochemical (AID 1903) | inhibition, % at 20 µM, or IC50 in µM where a hit was titrated | 310,000 tested, 0.39% active | SV40 large T antigen ATPase/helicase inhibition assay; higher % means a stronger effect; in the data active = a potency from the dose series; inconclusive = inhibition mostly from about 32% at the one dose, without a potency; inactive = the rest, 99 in 100 with inhibition below about 32%; note: strong numbers were not always called active
RSV CPE inhibition: RSV antiviral activity via CPE protection, HEp-2 cells, primary 10 µM value included (AID 2391); CPE inhibition, % at 10 µM; hits with a dose series show IC50 in µM; 310,000 tested, 0.13% active; HEp-2 cells, RSV-induced CPE inhibition; higher % means a stronger effect; in the data active = a potency from the dose series; inconclusive = CPE inhibition mostly from about 23% at the one dose, without a potency; inactive = the rest, 99 in 100 with CPE inhibition below about 21%; note: strong numbers were not always called active
NTR1 agonist: NTR1-driven beta-arrestin-GFP spot formation – imaging, U2OS cells, high content, primary screen (AID 493036). 330,000 tested, 0.17% active. P30989. activation, % at 20 µM. agonist mode;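 active = activation at or above 40% of the spot to cytoplasm intensity ratio, with at least 20 cells analyzed; inconclusive = wells under 20 cells, flagged as cytotoxic or low count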;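 note: 0% = DMSO without peptide and 100% = 100 nM NTR1 peptide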
Target sequence (P30989 whole entry, looked up): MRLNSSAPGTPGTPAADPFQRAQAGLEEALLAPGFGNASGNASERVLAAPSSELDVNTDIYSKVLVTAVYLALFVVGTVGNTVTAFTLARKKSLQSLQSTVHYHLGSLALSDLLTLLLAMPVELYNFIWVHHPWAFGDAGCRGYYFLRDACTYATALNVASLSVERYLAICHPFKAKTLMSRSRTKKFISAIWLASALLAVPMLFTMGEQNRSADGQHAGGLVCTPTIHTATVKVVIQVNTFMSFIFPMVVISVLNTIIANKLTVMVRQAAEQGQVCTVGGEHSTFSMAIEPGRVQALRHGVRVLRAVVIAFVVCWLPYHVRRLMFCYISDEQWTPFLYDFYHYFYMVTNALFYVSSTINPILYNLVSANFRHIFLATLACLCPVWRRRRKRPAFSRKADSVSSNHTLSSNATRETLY
TNAP activation fold: stimulation of alkaline phosphatase TNAP activity – biochemical, luminescent, no phosphate acceptor, uHTS, primary screen (AID 1001) | 200,000 tested, 0.03% active | activation fold at 20 µM; hits with a dose series show EC50 in µM | purified TNAP, luminescent activation assay, no phosphate acceptor; higher activation fold means a stronger effect; in the data active = activation fold from about 3, or a potency from the dose series; inactive = the rest, 99 in 100 with activation fold below about 1.6; note: many of its hits are not listed in these tables
Rac1 GTP hydrolysis: MgcRacGAP GTPase-activating activity inhibitors, confirmation, biochemical, ADP Hunter fluorescence; MgcRacGAP-stimulated Rac1 GTP hydrolysis, ADP Hunter fluorescence; higher % means a stronger effect; GST-tagged Rac1 F28L mutant substrate; one-dose inhibition, % at 30 µM; IC50 in µM for titrated hits; 340,000 tested, 0.6% active;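 active = first-screen hits whose inhibition reached a set limit at any dose in the follow-up dose series; inconclusive = inhibition above the set first-screen limit but never retested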;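 note: fluorescence reports GDP produced by GAP-driven GTP hydrolysis; strong numbers were not always called active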
K1F lysis inhibition: inhibition of K1F phage lysis, E. coli UTI89, bacterial capsule biogenesis inhibitors, alamar blue (AID 488966). inhibition, % at 100 µM, or IC50 in µM where a hit was titrated. 340,000 tested, 0.02% active. E. coli UTI89 K1F phage lysis, alamar blue, 2 h; higher % means a stronger effect;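 active = phage lysis inhibition, versus mean bacterial control, above a set limit; inconclusive = no clear call, values can overlap the other calls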;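 note: capsule biogenesis inhibitors block K1F phage lysis so surviving cells raise fluorescence; higher fluorescence means more inhibition of phage lysis; actives were called in the ten point dose series up to 300 µM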
T cell modulator vesicle-bound %: recorded beside T cell modulator, whose call it bears; double positive events, %; measured here: CD8+ vesicle-bound cell fraction;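 binding gate set so that unloaded-vesicle control wells show 10% double positive cells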
NTR1 agonist cell count 20 µM: second read-out of NTR1 agonist, no call of its own (marks repeat the call); cell count; measured here: cell count, cytotoxicity flag
Myeloid diff 2 GFP+ MAC1+ %: recorded beside Myeloid diff 2, whose call it bears; GFP+ MAC1+ double positive, %; measured here: differentiation confirmed by MAC1 staining
* marks the source's active call; other numbers are inactive results; i = inactive; ? = inconclusive; / = not tested or not shown; [ ] = another dose, or the depositor's remark. Outcome played no part in choosing rows; about 2.3% have a hit in one of these screens.

SMILES	Myeloid diff 2	Myeloid diff 2 GFP+ MAC1+ %	T cell modulator	T cell modulator vesicle-bound %	Salmonella PhoP GFP	Large T inhibition	RSV CPE inhibition	NTR1 agonist	NTR1 agonist cell count 20 µM	TNAP activation fold	Rac1 GTP hydrolysis	K1F lysis inhibition
O=C(CN(CCc1ccccc1)S(=O)(=O)c1ccc(Br)cc1)N/N=C/c1ccccc1C(=O)O	i	0.3	i	41	-9%	9%	0.4%	2.3	56	1	2%	-1.1%
COc1ccc(CCNC(=O)Cc2cccc(C(F)(F)F)c2)cc1OC	i	0.9	i	18	2%	-8%	0.6%	1.1	61	/	9%	0.0%
O=C1/C(=C/c2ccc(F)cc2)SC(=S)N1CC(=O)N1CCCCC1c1cccnc1 (centres undefined)	?	/	i	6	-2%	18%	2.3%	2.7	44	/	/	0.3%
c1ccc(Cc2nnc3sc(-c4ccccn4)nn23)cc1	i	5.0	i	27	-4%	3%	2.1%	1.6	71	1.1	11%	1.1%
CC(=O)C(Cc1cnc(Cl)s1)(Cc1cnc(Cl)s1)C(C)=O	i	0.7	i	54	-7%	6%	0.5%	0.3	43	1	-3%	0.4%
CCOC(=O)C1=C(C(F)(F)F)Nc2ncnn2C1c1ccc(OC)c(OC)c1OC (centres undefined)	i	0.5	i	40	1%	9%	2.9%	-0.6	54	1	5%	4.1%
COc1cccc(C2C(C(=O)c3ccc(C)o3)=C(O)C(=O)N2CCN2CCOCC2)c1OC (centres undefined)	i	4.7	i	20	0%	7%	0.0%	-0.4	57	/	4%	0.2%
CC1=NN(c2ccc(C)cc2C)C(=O)C1C(c1ccccc1O)C1C(=O)N(c2ccc(C)cc2C)N=C1C (centres undefined)	i	0.9	i	27	4%	3%	1.9%	-1.6	78	1	4%	0.2%
COc1ccc(C(C(=O)NC2CCCC2)N(C(=O)c2snc(-c3ccc(F)cc3)c2N)c2ccc(OC)cc2)cc1 (centres undefined)	i	0.8	i	36	-7%	/	0.5%	1.5	80	0.9	5%	1.1%
CCCc1cc(C(=O)NC2CCCCC2)no1	i	1.8	i	8	-8%	4%	2.8%	0.3	53	1.1	8%	2.6%
c1ccc(CN2CCN(c3ncccn3)CC2)cc1	i	0.2	i	59	-2%	11%	0.4%	-0.4	67	/	21%	0.3%
COCCCn1c(SCC(=O)NCc2ccccc2)nc2ccccc2c1=O	i	6.7	i	23	3%	9%	1.8%	-0.5	53	1.1	2%	0.5%
CC(OC(=O)c1ccc(NC(N)=O)cc1)C(=O)Nc1ccc2c(c1)OCCO2 (centres undefined)	?	/	i	38	/	/	/	1.6	71	/	4%	-2.4%
CCN1C(=O)c2ccc(C(=O)NCc3ccccc3)cc2C1=O	i	1.5	i	24	6%	9%	0.3%	0.2	83	1.1	-5%	-0.4%
Cc1c(Cl)cccc1NC(=S)N(Cc1cccnc1)Cc1ccccc1Cl	i	0.3	i	47	8%	9%	2.7%	5.2	66	1.2	12%	0.7%
COc1c(F)c(F)c(C(=O)O)c(Nc2cc(C)cc(C)c2)c1F	i	0.5	i	56	-1%	13%	0.6%	-0.5	51	1.2	-3%	1.1%
CSCCC(NC(=O)c1ccco1)C(=O)OCc1cc([N+](=O)[O-])cc2c1OCOC2 (centres undefined)	i	0.3	i	45	4%	8%	0.9%	-1.1	22	1.1	8%	-0.4%
CC(C)c1nnc(NC(=O)CCC(=O)Nc2ccc(F)cc2)s1	i	1.6	i	24	-9%	3%	1.7%	-0.4	44	0.9	12%	1.5%
CCOCCn1c(=O)c2c(nc3n2CCCN3CCc2ccccc2)n(C)c1=O	?	/	i	47	6%	-8%	0.9%	3.4	48	/	12%	-0.1%
N#CC1(NC(=O)CN2CCc3ccccc3C2)CCCC1	i	0.3	i	21	-9%	6%	1.3%	0.3	56	1	-8%	0.3%
O=C(Nc1c2c(nn1-c1ccc(F)cc1)CS(=O)C2)c1ccc(S(=O)(=O)N2CCOCC2)cc1 (centres undefined)	i	0.2	i	47	-7%	7%	0.4%	1.2	73	1.1	10%	0.2%
CC(C)CC(C(=O)Nn1cnnc1)N1C(=O)c2ccccc2C1=O (centres undefined)	i	5.9	i	49	1%	9%	2.3%	3.1	65	1.1	9%	1.4%
Oc1ccc(O)cc1	/	/	i	14	-6%	7.8µM*	-1.7%	/	/	/	/	/
Cc1nc2scc(C)n2c(=O)c1S(=O)(=O)Nc1ccc(F)cc1	i	0.4	i	24	-2%	11%	0.8%	-0.3	49	/	4%	0.0%
CC(C)NC(=O)CCn1ccc2cc(S(=O)(=O)N3CCCC3)ccc21	i	0.9	i	30	-6%	9%	1.1%	-0.7	57	/	15%	0.1%
CCCC1(C)Nc2ccccc2-c2nc3ccccc3n21 (centres undefined)	i	2.3	i	10	-8%	28%	0.8%	0.1	48	1.2	11%	4.5%
Cc1ccc(CC(=O)NC2CCN(C)CC2)cc1	i	0.3	i	58	-5%	10%	0.9%	/	/	/	1%	0.3%
COc1ccc(CC(=O)Nc2nc3ccccc3[nH]2)cc1	i	0.2	i	38	0%	3%	2.6%	-2.1	52	/	5%	0.5%
O=c1oc(Nc2ccccc2Cl)nc2ccccc12	i	0.7	/	/	-6%	5%	/	/	/	1.1	2%	0.1%
Cc1cccc(C(=O)OC2CCOC2=O)c1C (centres undefined)	i	3.7	i	29	-1%	14%	0.5%	-1.0	38	/	8%	0.0%
O=C1Nc2ccc([N+](=O)[O-])cc2OC1CCN1CCN(Cc2ccccc2)CC1 (centres undefined)	i	0.5	i	35	1%	5%	0.0%	-0.2	36	0.9	4%	-0.1%
CCCCCCCCNC(=O)C(CCC(=O)OCc1ccccc1)NC(C)=O (centres undefined)	i	0.8	i	17	-9%	24%	1.5%	-1.0	45	1	9%	-0.3%
O=C(/C=C\c1cccs1)c1c(O)ccc2ccc(=O)oc12	i	0.6	i	38	8%	1%	1.3%	1.4	49	1	12%	1.1%
O=C(CSc1nc(-c2cccs2)cc(C(F)(F)F)n1)Nc1cc(OCC(F)(F)C(F)F)cc([N+](=O)[O-])c1	i	1.1	i	6	18%	12%	3.1%	3.0	62	1.1	-3%	-1.2%
C=CCNC(=O)CN1N=C(c2ccc(C)cc2)CCC1=O	i	0.5	i	52	7%	8%	0.4%	-1.0	79	/	/	-0.1%
O=C(/C=C/c1ccco1)NC(=S)Nc1nc(-c2ccc(Cl)cc2)cs1	i	0.8	i	45	-11%	8%	9.7%	9.4	63	0.9	3%	-0.1%
Oc1ccccc1-c1nnc(SCCN2CCOCC2)n1Cc1ccccc1	i	1.1	i	31	2%	14%	-1.6%	1.8	64	1	9%	0.0%
Cn1cnnc1SCC(=O)NC(=O)NCc1ccccc1	i	0.4	i	44	/	/	1.1%	-2.2	67	/	-6%	0.8%[50 µM]
COC(C[C@@H]1O[C@H]1[C@@H](O)COCc1ccccc1)OC	i	1.6	/	/	0%	/	/	2.4	93	/	6%	-0.1%
CSc1ncc(OCc2ccccc2)c(=O)[nH]1	i	0.4	i	21	-4%	7%	/	-0.2	48	/	10%	10%
Cc1ccccc1C(=O)N1CCC(C(=O)Nc2cccc(S(=O)(=O)N3CCCCC3)c2)CC1	i	1.0	i	22	/	/	5.7%	3.7	55	/	2%	5.6%
COC(=O)c1ccc(NC(=S)N2CCN(Cc3ccccc3OC)CC2)cc1	i	0.3	i	10	/	/	4.5%	0.4	32	1.1	3%	-0.1%
CCCCC(=O)OCC(=O)Nc1ccc(SC(F)F)cc1	i	0.3	i	30	3%	4%	1.5%	-1.0	38	1.1	9%	-0.7%
O=C(CSc1nc2nn(-c3ccccc3)c(=O)c-2c2n1CCCCC2)c1ccc(OC(F)F)cc1	i	0.6	i	24	/	/	/	9.1	61	/	5%	0.8%[50 µM]
OC(COCc1cccs1)CN1CCN(c2ccccn2)CC1 (centres undefined)	i	7.2	i	36	33%	-4%	-1.2%	-0.5	46	1.1	1%	1.4%[50 µM]
Cc1cc(C)cc(NC(=O)CSc2nnc(C3CC3)n2CC2CCCO2)c1 (centres undefined)	i	1.5	i	27	8%	1%	0.2%	-1.7	57	/	1%	0.2%
O=C(Nc1ccccn1)c1sc2cc([N+](=O)[O-])ccc2c1Cl	i	0.7	i	47	7%	11%	4.7%	0.6	68	/	7%	-0.5%
CC(C)Oc1ccc(C(=O)NC2(C(F)(F)F)N=C3SCCN3C2=O)cc1 (centres undefined)	i	1.0	i	47	10%	19%	2.5%	-0.5	92	1.1	6%	0.3%
O=C(/C=C/c1cccc([N+](=O)[O-])c1)Nc1ccccc1N1CCOCC1	i	1.3	i	57	6%	18%	10%	1.1	56	1.1	2%	0.4%
O=C(NC1(C(F)(F)F)N=C(c2ccccc2)NC1=O)c1ccc(Cl)cc1Cl (centres undefined)	i	4.9	i	32	-1%	1%	0.1%	1.1	82	1.1	7%	1.8%
CCOC(=O)c1ccc(NS(=O)(=O)c2c(N)[nH]c(=O)[nH]c2=O)cc1	i	1.4	i	50	8%	19%	0.1%	1.1	91	/	3%	-0.6%
Cc1[nH]c2ccccc2c1C(=O)COC(=O)Cn1cnc2ccccc21	i	0.6	i	38	15%	2%	4.1%	-0.4	80	1	10%	0.1%
COCCn1c(=NC(=O)c2ccc(S(=O)(=O)N3CCc4ccccc4C3)cc2)sc2cc(OC)ccc21	i	0.7	i	46	8%	7%	5.1%	-1.0	60	1.1	3%	0.1%
COc1ccc(C(=O)Nn2c(SCC(=O)c3ccccc3)nc3ccccc3c2=O)cc1	i	2.1	i	29	-5%	8%	2.6%	0.4	108	1.1	4%	0.0%
